Compound activity from PubChem BioAssay.
FUS yeast rescue – suppressors of FUS proteinopathy in yeast | 0.24% of 390,000 active | Potency, µM (top dose mostly 76.6 µM), inactives show at the top dose growth rescue (activation), hits mostly activators | AID 1347120 | S. cerevisiae FUS-expressing, growth rescue, OD600, 24 h;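 further: potency means the concentration at half of the fitted maximal effect; plate controls were DMSO vehicle for no effect and reference control for full effect; nearly all actives have a fitted effect of over 55% in size; some results filed as inactive show a strong effect at the top dose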
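Restored growth of FUS-toxic S. cerevisiae, read as 600 nm absorbance after 24 h at 30C in galactose medium (starting OD 0.005). Controls CP55940 and DMSO.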
TDP-43 yeast inh – inhibitors of TDP-43 toxicity in yeast. TDP-43 expressing yeast growth rescue, BacTiter-Glo, 24 h. Potency, µM (top dose mostly 46.1 µM), inactives show at the top dose growth rescue (activation), hits mostly activators. 1.8% of 410,000 active; further: potency means the concentration at half of the fitted maximal effect; % of control where 0% means no effect; nearly all actives have a fitted effect of over 50% in size
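Yeast expressing TDP-43 (pregrown in raffinose, seeded at OD600=0.02 in galactose medium) exposed to compounds 24 hr at 30 deg C. Growth read by BacTiter-Glo luminescence; rescue of toxicity appears as increased signal.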
DRD3 antagonist – D3 dopamine receptor (human) antagonism; D3R cells, DiscoveRx beta-arrestin luminescence, antagonist mode; active compounds read low; P35462; 2.5% of 360,000 active; AID 652054; max response, negative = inhibition, %; in the data active means max response below about -50%; inconclusive means no clear call, values can overlap the other calls; further: on the % scale 0 is the no-effect control and ±100 the full control effect; mostly tested at two doses, the higher about 12 µM
Target sequence (P35462 whole entry, looked up): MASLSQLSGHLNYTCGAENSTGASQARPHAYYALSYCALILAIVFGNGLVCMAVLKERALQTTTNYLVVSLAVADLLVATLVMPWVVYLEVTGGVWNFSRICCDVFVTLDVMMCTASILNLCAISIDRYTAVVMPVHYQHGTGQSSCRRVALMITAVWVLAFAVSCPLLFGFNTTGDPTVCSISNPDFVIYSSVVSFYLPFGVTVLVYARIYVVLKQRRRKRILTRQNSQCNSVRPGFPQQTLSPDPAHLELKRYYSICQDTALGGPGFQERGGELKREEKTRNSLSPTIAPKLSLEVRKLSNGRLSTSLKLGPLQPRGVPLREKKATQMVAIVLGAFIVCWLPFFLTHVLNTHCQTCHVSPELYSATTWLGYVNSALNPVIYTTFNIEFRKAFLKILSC
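Cells expressing the human receptor were seeded at 1500 cells/well, incubated overnight at 37 degrees C in 5% CO2, then exposed to library compounds with dopamine controls for 90 minutes at 37 degrees C before luminescent detection.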
EPAC2 antag – EPAC2 (human) antagonism; Q8WZA2; EPAC2 GEF exchange of Rap1B-BODIPY-GDP, fluorescence; Potency, µM (doses to about 114 µM), inactives show at the top dose activity, negative = inhibition, most hits filed as inhibitors; 0.18% of 360,000 active; further: potency means the concentration at half of the fitted maximal effect; on the % scale 0 is the no-effect control and ±100 the full control effect; nearly all actives have a fitted effect of over 45% in size; many of its hits are not listed in these tables
aSyn yeast inh – inhibitors of alpha-synuclein toxicity in yeast | 0.14% of 370,000 active | Potency, µM (series often up to 46.1 µM), for the others: top-dose growth rescue (activation), hits mostly activators | Yeast expressing alpha-synuclein, growth rescue, BacTiter-Glo, 24 h; further: potency means the concentration at half of the fitted maximal effect; % of control where 0% means no effect; nearly all actives have a fitted effect of over 65% in size
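Rescue of yeast growth: cells expressing toxic alpha-synuclein, induced in galactose at OD600 0.02, incubated with compound 24 h at 30 C. ATP luminescence quantified growth; inhibitors of toxicity appear as activators.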
DRD3 agonist – agonists of human D3 dopamine receptor; D3R DiscoveRx beta-arrestin cells, luminescence, 90 min; P35462; max activation, %; 0.58% of 410,000 active; in the data active means max activation above about 30%; further: 0% is about no effect; mostly tested at two doses, the higher about 12 µM
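Cells at 1500/well, incubated overnight, then treated with pinned compounds (dopamine as control) for 90 min at 37 degrees C. DiscoveRx reagent added for 30 - 60 minutes at room temperature; luminescence read.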
Abeta yeast res – restores growth of yeast expressing A-beta42 peptide; yeast expressing A-beta42, growth rescue, OD600, 48 h; response scale: 0% DMSO, 100% iron-clioquinol control; Potency, µM (highest dose often 46.1 µM), for inactives: top-dose growth rescue, actives largely listed as activators; 0.063% of 410,000 active; further: potency means the concentration at half of the fitted maximal effect; nearly all actives have a fitted effect of over 55% in size
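Yeast growth medium received pinned compounds, then yeast cells expressing toxic A-beta were added; plates incubated at 30 C for 48 hr. Growth read as absorbance at 600 nm, normalized to DMSO and equimolar FeCl3 plus clioquinol controls.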
EPAC2 ag – activates human EPAC2 exchange factor. EPAC2 activation, biochemical qHTS; response scale: 100% = 6.5 mM cAMP response. Potency, µM (titrated, usually from 154 µM), inactives show at the highest dose activation, hits mostly activators. 0.079% of 360,000 active. AID 720711; further: potency means the concentration at half of the fitted maximal effect; nearly all actives have a fitted effect of over 50% in size
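Setup: EPAC2 100 nM, labeled Rap1B complex 250 nM, free GDP 50 uM. Compound titrations pinned in, brief spin, 5 min room temperature incubation. Kinetic fluorescence read over 30 min, normalized to 6.5 mM cAMP.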
* = called active by the depositor; ? = inconclusive; . = not tested or not shown; [ ] = another dose, or the depositor's remark. Unless noted, the call rests on the fitted dose curve; in most records, active means well fitted curve in the direction sought with a large enough effect; inconclusive means small, poorly fitted or top-dose-only effect, or another doubt; inactive means no such curve, though single readings can be large; an effect the other way counts as inactive or inconclusive.

SMILES	FUS yeast rescue	TDP-43 yeast inh	DRD3 antagonist	EPAC2 antag	aSyn yeast inh	DRD3 agonist	Abeta yeast res	EPAC2 ag
C[C@H](CO)N1C[C@H](C)[C@H](CN(C)S(=O)(=O)c2cccc(F)c2)OCc2ccccc2-c2c(n(C)c3ccccc23)C1=O	?	14%	-13	-5%	6%	5	2%	13%
O=c1c(-c2ccccc2)nc2ccccc2n1C(c1ccccc1)c1nc2ccccc2[nH]1 (stereo not given)	?	20%	0	-10%	4%	-2	-3%	4%
O=C(C[C@H]1C/C=C\CC[C@@H](Cc2ccc(F)cc2)C(=O)O[C@@H](c2ccccc2)CNC1=O)N[C@H](CO)Cc1ccccc1	?	0%	-23	11%	0%	-1	-9%	3%
O=C1OC(N2C(=O)CC[C@H]2C(=O)Nc2ccc(F)c(F)c2)c2ccccc21 (stereo not given in full)	1%	16%	-20	0%	2%	-6	-14%	1%
COc1ccc(C(NC(=O)c2cccnc2)c2cc(Cl)c3cccnc3c2O)cc1OC (stereo not given)	48%	-9%	31	28%	0%	3	-11%	6%
O=C1NC(=O)/C(=C\c2ccc(Cl)nc2)S1	-17%	8%	-3	1%[57.1 µM]	-17%	-6	-24%	5%
O=C1c2ccccc2NC(c2ccc(-c3cccs3)o2)N1O (stereo not given)	-1%	.	.	1%	.	.	-19%	1%
Cn1c(-c2ccc(Br)cc2)cnc1NCc1ccc(C#N)cc1	-19%	-8%	-23	16%	-3%	-16	?	13%
C/C=C/C(=O)N1CC2(CC(c3cccc(NC(=O)CC(c4ccccc4)c4ccccc4)c3)=NO2)C[C@H]1C(N)=O (stereo not given in full)	?	-8%	-25	-1%	-2%	6	-11%	21%
O=C(O)c1ccc(Cn2cnc3c(=S)nc[nH]c32)cc1	22%	-10%	-20	-3%	-7%	-8	-8%	11%
CN(C(=O)c1ccc2c(c1)N(Cc1ccccc1F)C(=O)c1ccccc1S2(=O)=O)C1CCCCC1	10µM*	-4%	.	.	.	-1	-12%	.
CCOc1ccc(N2C(=O)Nc3ccccc3C2(O)C(=O)NCc2ccc(C)cc2)cc1 (stereo not given)	-10%	4%	9	3%	-1%	0	-5%	-12%
CCc1c(C)c(C#N)c2nc3ccccc3n2c1NCc1ccccn1	-15%	1%	11	-6%	-15%	2	-1%	-5%
CC1CC(NC(=O)CC#N)CC(C)(C)C1 (stereo not given)	-6%	5%	2	7%	7%	18	-6%	5%
S=c1nc(-c2ccccc2Cl)n(Cc2cccnc2)c2c1CCCC2	20%	-21%	13	9%	2%	1	-8%	2%
Nc1nc2ccccc2n1C(=O)c1cccs1	0%	-2%	-3	5%	1%	-6	8%	4%
Cc1cc(C)c(N)c(C(=O)O)c1	-21%	11%	16	11%	13%	0	2%	0%
Cc1ccc(CNC(=O)CSc2nc(=O)n(Cc3ccco3)c3c2CCC3)cc1	27%	22%	.	.	.	-3	7%	.
Cc1c(C(=O)Nc2ccc(S(=O)(=O)Nc3ncccn3)cc2)oc2ccc(F)cc12	.	0%	12	3%	1%	10	-5%	6%
CN(C(=O)c1ccccc1C(=O)c1ccccc1)C1CCS(=O)(=O)C1 (stereo not given)	13%	-20%	-14	3%	0%	-6	-30%	8%
COc1cc(Cl)ccc1OC1(C)CCN(Cc2cccc(OC)c2OC)C1 (stereo not given)	-17%	10%	-61*	-3%	-2%	-11	-15%	8%
CN1CCN(C(=O)c2cnn(-c3ccc(F)cc3F)c2C2CCN(C(=O)OC(C)(C)C)CC2)CC1	13%	-4%	.	.	.	4	-10%	.
CCOc1ccc(-n2c(SCC(=O)N3CCCc4ccccc43)nc3c([nH]c4ccccc43)c2=O)cc1	-8%	19%	.	.	-1%	-9	-4%	.
CCNC(=S)N1CCN(c2ccccc2OCC)CC1	.	-5%	-6	-1%	2%	-8	10%	11%
COc1cc(OC)cc(C(=O)NNC(=O)C(=O)Nc2cc(OC)c(Cl)cc2OC)c1	12%	-10%	11	-10%	2%	4	0%	-1%
C[C@]1(C(=O)NCCN2CCOCC2)C=C[C@@H](Cc2ccccc2)N1C(=O)c1ccccc1	-4%	0%	18	-5%	4%	19	-16%	4%
O=C(CN1CCCN(S(=O)(=O)c2ccc(F)cc2)CC1)Nc1c(Cl)cccc1Cl	6%	-10%	-9	0%	-7%	-1	-2%	10%
CN(Cc1ccccc1)CC(O)COc1ccc(CNCc2cc3ccccc3s2)cc1 (stereo not given)	-8%	20%	3	1%	9%	2	2%	2%
Cc1cc(C)cc(C(=O)OCC(=O)NC(=O)NC2CCCC2)c1	.	?	14	-1%	17%	-3	-4%	16%
O=C(COc1ccccc1Cl)Nc1ccccc1OCc1cc(=O)n2ccccc2n1	-22%	20%	.	.	.	3	-33%	.
Cc1cc(C=O)c(O)cc1O	-35%	-15%	14	-2%	8%	-4	-5%	-2%
C=C(C)COc1cc2oc(=O)c(CC(=O)N3C[C@H]4C[C@@H](C3)c3cccc(=O)n3C4)c(C)c2cc1Cl	20%	21%	-21	-10%	6%	33*	-3%	-6%
CCc1ccc(Nc2nnc(-c3cc4cc(OC)ccc4oc3=O)s2)cc1	7%	9%[9.22 µM]	.	.	.	3	-6%	.
COC(=O)/C=C1\OC(c2ccccc2)c2ccccc21 (stereo not given)	12%	29%	-2	?	-1%	3	7%	7%
COc1ccc(N2CCN(C(=O)c3cccnc3)CC2)c([N+](=O)[O-])c1	-19%	-2%	3	-1%	1%	-11	3%	0%
CCOC(=O)c1c(C)n(-c2ccccc2)c2ccc(O)cc12	22%	-4%	-7	1%	-1%	1	13%	4%
CCn1cc(CNC(=O)NC2CCCCC2)c(C)n1	-21%	19%	7	-3%	1%	4	19%	1%
O=C(O)c1cccc(NC(=O)c2cn(-c3ccccc3)nc2-c2ccc([N+](=O)[O-])cc2)c1	18%	11%	-12	8%	-4%	9	7%	13%
Cc1ccc(S(=O)(=O)NCC(=O)OC(C)C(=O)Nc2ncc(Cl)cc2Cl)cc1 (stereo not given)	11%	-14%	15	0%	3%	9	5%	-4%
COc1cccc(/C=N/NC(=O)CNC(=O)c2cccs2)c1O	11%	-8%	9	1%	7%	6	1%	10%
Cc1ccc(OCCC(=O)Nc2ccc(S(=O)(=O)N3CCCC3)cc2)cc1	42%	18%	10	-13%	7%	7	-1%	8%
CN(C)c1cc[n+](CC(=O)c2cccs2)cc1	-14%	-13%	2	22%	-5%	-4	-10%	22%
COc1cccc(C(C(=O)NC2CCCC2)N2CCN(c3cc(C)nc4ccccc34)CC2)c1OC (stereo not given)	1%	-3%	-21	3%	-1%	-7	-8%	3%
COc1ccc(OC)c(/C=N/NC(=O)CC(=O)NC2CCCCC2)c1	-3%	-9%	-4	2%	1%	-9	-7%	11%
COc1c(Cl)ccc(Cl)c1C(=O)NC(=O)N1CCOCC1	6%	-7%	-7	0%	1%	-4	-3%	8%
CCN(CC)CCNC(=O)C12CC3CC(CC(C3)C1)C2	4%	15%	-63*	5%	2%	-9	7%	3%
COc1ccc(NC(=S)NCC2CCCO2)c(OC)c1 (stereo not given)	-8%	5%	-22	8%	-9%	3	5%	10%
CCOC(=O)C1=NN(c2ccc(Cl)cc2)/C(=C/C2=NCCc3cc(OC)c(OC)cc32)S1	12%	9%	-9	-9%	1%	11	0%	3%
O=S(=O)(Nc1ccccn1)c1ccc(C(F)(F)F)cc1Cl	-5%	3%	0	-1%	-1%	-10	-17%	9%
OC(COc1cccc2ccccc12)CN1CCN(c2ccc(Cl)cc2)CC1 (stereo not given)	14%	4%	-4	-1%	-7%	-7	-42%[inhibitor]	5%

Entries above with four or more nitrogen atoms:
SMILES	FUS yeast rescue	TDP-43 yeast inh	DRD3 antagonist	EPAC2 antag	aSyn yeast inh	DRD3 agonist	Abeta yeast res	EPAC2 ag
O=c1c(-c2ccccc2)nc2ccccc2n1C(c1ccccc1)c1nc2ccccc2[nH]1 (stereo not given)	?	20%	0	-10%	4%	-2	-3%	4%
Cn1c(-c2ccc(Br)cc2)cnc1NCc1ccc(C#N)cc1	-19%	-8%	-23	16%	-3%	-16	?	13%
C/C=C/C(=O)N1CC2(CC(c3cccc(NC(=O)CC(c4ccccc4)c4ccccc4)c3)=NO2)C[C@H]1C(N)=O (stereo not given in full)	?	-8%	-25	-1%	-2%	6	-11%	21%
O=C(O)c1ccc(Cn2cnc3c(=S)nc[nH]c32)cc1	22%	-10%	-20	-3%	-7%	-8	-8%	11%
CCc1c(C)c(C#N)c2nc3ccccc3n2c1NCc1ccccn1	-15%	1%	11	-6%	-15%	2	-1%	-5%
Cc1c(C(=O)Nc2ccc(S(=O)(=O)Nc3ncccn3)cc2)oc2ccc(F)cc12	.	0%	12	3%	1%	10	-5%	6%
CN1CCN(C(=O)c2cnn(-c3ccc(F)cc3F)c2C2CCN(C(=O)OC(C)(C)C)CC2)CC1	13%	-4%	.	.	.	4	-10%	.
CCOc1ccc(-n2c(SCC(=O)N3CCCc4ccccc43)nc3c([nH]c4ccccc43)c2=O)cc1	-8%	19%	.	.	-1%	-9	-4%	.
COc1ccc(N2CCN(C(=O)c3cccnc3)CC2)c([N+](=O)[O-])c1	-19%	-2%	3	-1%	1%	-11	3%	0%
CCn1cc(CNC(=O)NC2CCCCC2)c(C)n1	-21%	19%	7	-3%	1%	4	19%	1%
O=C(O)c1cccc(NC(=O)c2cn(-c3ccccc3)nc2-c2ccc([N+](=O)[O-])cc2)c1	18%	11%	-12	8%	-4%	9	7%	13%
COc1cccc(C(C(=O)NC2CCCC2)N2CCN(c3cc(C)nc4ccccc34)CC2)c1OC (stereo not given)	1%	-3%	-21	3%	-1%	-7	-8%	3%

Not all compounds are listed; rates above refer to the full screens.
